Source: PubChem
TAAR1 antag: human TAAR1 antagonism. Q96RJ0. CHO RD-HGA16 TAAR1, Fluo-8 calcium fluorescence, antagonist. inhibition, % at 3 µM. actives 1.5% (n = 360,000). AID 624466;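 active = inhibition above a per-plate cutoff, the mean inhibition of test compounds on that plate plus 3 SD, cut at about 49% in these data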;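 note: 0% = DMSO plus EC80 beta-PEA response and 100% = DMSO alone without agonist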
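Test system: CHO RD-HGA16 cells bearing hTAAR1 | Reagent: β-PEA, EC80 | Compound dosing: 3 µM, single point | Schedule: Dye loading 75 min at 37 °C, then 30 min room temperature | Signal: Calcium fluorescence with Fluo-8 | Evaluation: Percent inhibition of PEA-evoked calcium signal, max/basal emission ratio | Control set: DMSO-only wells and EC80 β-PEA-stimulated wells | Repeats: Singlicate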
M1 PAM: human CHRM1 positive allosteric modulation | activation, % at 3 µM | CHO-K1 hM1, Fluo-8 calcium fluorescence, ACh EC20; 0% = ACh EC20, 100% = maximal ACh | actives 0.088% (n = 360,000) | AID 588819 | P11229; in the data active = activation above about 19%, passing the limit was not always enough
TAAR1 agonist: agonists of human TAAR1 | Q96RJ0 | CHO RD-HGA16 TAAR1, Fluo-8 calcium fluorescence; vehicle wells 0%, saturating PEA agonist 100% | activation, % at 3 µM | actives 0.99% (n = 360,000);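 active = activation above the mean activation of all test compounds in the run plus 3 SD, cut at about 38% in these data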
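System: CHO-derived RD-HGA16 cells with stable Gα16 and human TAAR1 / Times: 17-24 h plating, Fluo-8 75 min 37 °C, 30 min RT / Technique: calcium-sensitive Fluo-8 signal, excitation 470-495, emission 515-575 nm / Measure: % activation relative to PEA EC100 response / Benchmarks: DMSO and PEA EC100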
CHRM1 agonist: agonists of human M1 muscarinic receptor; CHO-K1 hM1, Fluo-8 calcium fluorescence, agonist mode; 0% DMSO, 100% acetylcholine EC100; actives 0.33% (n = 360,000); P11229; activation, % at 3 µM;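 active = activation above the run's mean compound activation plus 3 SD, cut at about 16% in these data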;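 note: peak over basal fluorescence ratio within a 140 s kinetic read after compound addition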
V1aR counter: V1a receptor agonism, counter-screen for OXTR agonists; actives 0.25% (n = 320,000); P37288; AID 2797; CHO-V1R cells, Fluo-8 calcium fluorescence, agonist mode; 0% DMSO, 100% 3 nM vasopressin; activation, % at 3 µM;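 active = activation above the mean activation of all tested compounds plus 3 SD, per screening run, cut at about 20% in these data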;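 note: signal is peak over basal fluorescence ratio across a 100 second FLIPR read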
Target sequence (P37288 whole entry, looked up): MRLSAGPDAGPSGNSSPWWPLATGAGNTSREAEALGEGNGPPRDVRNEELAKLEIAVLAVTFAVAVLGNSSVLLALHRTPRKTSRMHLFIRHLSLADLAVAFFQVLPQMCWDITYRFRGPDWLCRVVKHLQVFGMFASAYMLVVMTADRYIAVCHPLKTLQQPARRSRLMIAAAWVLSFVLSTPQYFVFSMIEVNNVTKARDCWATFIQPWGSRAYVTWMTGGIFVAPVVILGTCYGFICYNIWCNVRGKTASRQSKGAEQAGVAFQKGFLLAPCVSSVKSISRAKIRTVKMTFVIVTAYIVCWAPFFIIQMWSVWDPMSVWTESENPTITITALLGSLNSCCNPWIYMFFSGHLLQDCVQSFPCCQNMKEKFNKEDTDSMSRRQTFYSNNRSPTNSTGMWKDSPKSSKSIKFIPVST
CHO parental Ca: counter-screen: ATP calcium response change in parental CHO cells; AID 463079; parental CHO-K1, ATP-induced calcium, Fluo-8 fluorescence; actives 0.63% (n = 330,000); inhibition, % at 5.6 µM;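 active = inhibition above that plate's mean sample inhibition plus 3 SD, cut at about 26% in these data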;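 note: 0% = ATP-challenged DMSO wells and 100% = DMSO wells without ATP; some compounds past the cut are filed as inactive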
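Test system: untransfected parental CHO cell line. Compound: one dose, 5.6 µM nominal. Detection: intracellular calcium via Fluo-8 no-wash fluorescent dye. Measure: % inhibition. Benchmarks: ATP-challenged DMSO wells low, unchallenged DMSO wells high.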
OXTR ag: activates the human oxytocin receptor | P30559 | CHO-OTR cells, Fluo-8 calcium fluorescence; normalized: DMSO 0%, oxytocin 100% | activation, % at 3 µM | actives 0.32% (n = 320,000);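 active = activation above the mean of all tested compounds plus 3 SD, cutoff set per screening run, cut at about 20% in these data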;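 note: peak over basal fluorescence ratio from a 100 s FLIPR kinetic read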
Target sequence (P30559 whole entry, looked up): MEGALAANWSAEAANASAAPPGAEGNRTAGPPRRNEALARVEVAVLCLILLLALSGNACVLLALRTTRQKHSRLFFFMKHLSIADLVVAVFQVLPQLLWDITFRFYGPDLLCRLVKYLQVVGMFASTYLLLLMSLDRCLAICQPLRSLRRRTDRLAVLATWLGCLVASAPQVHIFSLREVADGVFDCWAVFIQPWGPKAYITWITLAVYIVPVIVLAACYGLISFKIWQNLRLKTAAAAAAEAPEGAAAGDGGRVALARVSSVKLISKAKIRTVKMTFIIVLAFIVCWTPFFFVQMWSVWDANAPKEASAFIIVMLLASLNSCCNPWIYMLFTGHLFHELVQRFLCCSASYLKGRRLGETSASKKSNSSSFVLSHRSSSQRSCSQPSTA
OXTR potentiator: human OXTR potentiation; actives 0.061% (n = 320,000); AID 2445; P30559; activation, % at 3 µM; CHO-OTR cells, Fluo-8 calcium fluorescence, potentiator mode; 0% = oxytocin EC15, 100% = EC100;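 active = activation above that plate's cutoff, the mean activation of tested compounds plus 3 SD, cut at about 6.6% in these data, passing the limit was not always enough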;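 note: 100% uses oxytocin at 75 nM as the full agonist control; some results filed as inactive read as strong as hits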
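assay system = CHO-OTR cells, human receptor | schedule = compound 6 min at room temperature before oxytocin, 100 s read | detection = Fluo-8 intracellular calcium fluorescence, ex 470-495, em 515-575 nm | evaluation = normalized max/min fluorescence ratio, % activation | control set = EC15 oxytocin alone as 0%, 75 nM oxytocin (EC100) as 100%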
M1 antag: blocks human M1 muscarinic receptor; actives 1.3% (n = 360,000); inhibition, % at 3 µM; P11229; CHO-K1 hM1, Fluo-8 calcium fluorescence, ACh EC80 antagonist;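 active = percent inhibition above its own plate's cutoff, namely the mean of that plate's compound wells plus 3 SD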;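 note: peak over basal fluorescence ratio during 140 s after agonist addition; 0% = ACh EC80 plus DMSO and 100% = DMSO alone without agonist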
The depositor's hits bear a star; x = no result given.

The first 12 records (preview)
SMILES	TAAR1 antag	M1 PAM	TAAR1 agonist	CHRM1 agonist	V1aR counter	CHO parental Ca	OXTR ag	OXTR potentiator	M1 antag
Cc1c(C(=O)Nc2ccccn2)oc2ccc(Br)cc12	-20	11	-1	-3	-1.9	-11	-1.8	-3	-10
Cc1oc2ccc(O)c(CN3CCOCC3)c2c1C(C)O (stereo not drawn)	14	1	2	-4	1.0	7	0.2	-11	0
C[C@@H]1CN([C@@H](C)CO)C(=O)CCCn2nncc2CO[C@H]1CN(C)Cc1ccncc1	-2	1	0	-6	x	x	x	x	-12
CCCCn1c(=N)n(CC(O)c2ccccc2)c2ccccc21 (stereo not drawn)	-15	9	-3	-3	0.8	-20	0.1	0	-9
Brc1c(-c2ccc3c(c2)OCO3)nc2ncccn12	-12	3	-1	-6	-0.4	-4	-2.4	-2	5
CC1=C(C(=O)Nc2ccc(C)cc2C)C(c2ccc([N+](=O)[O-])cc2)n2ncnc2N1 (stereo not drawn)	-25	1	4	-3	-1.1	-11	0.5	-9	2
Cc1cc(NC(=O)CC2Oc3ccccc3NC2=O)ccc1Br (stereo not drawn)	17	5	6	-2	7.2	-11	3.2	-14	-8
CN1CCN(C(CC(=O)Nc2cccc(O)c2)C(=O)O)CC1 (stereo not drawn)	x	x	x	x	0.4	-12	0.8	-3	x
O=C1CCc2cc(NS(=O)(=O)c3ccc(Br)cc3)cc3c2N1CC3	-20	-5	2	1	-0.1	-11	1.4	-8	11
Cc1ccc2nc(-c3ccc(NC(=O)CN4CCN(C(=O)c5ccco5)CC4)cc3)sc2c1	45	10	11	3	4.5	-3	8.6	-11	-1
CC1Cc2ccccc2N1C(=O)c1ccnc(C(C)(C)C)c1 (stereo not drawn)	-8	6	8	-3	-1.2	-18	-1.8	-5	-7
COC(=O)C1CCN(C(=O)COC(=O)c2cc(S(=O)(=O)N3CCOCC3)ccc2C)CC1	3	-1	3	-2	2.0	14	1.5	-5	3

The list itself, repeating the preview:
SMILES	TAAR1 antag	M1 PAM	TAAR1 agonist	CHRM1 agonist	V1aR counter	CHO parental Ca	OXTR ag	OXTR potentiator	M1 antag
Cc1c(C(=O)Nc2ccccn2)oc2ccc(Br)cc12	-20	11	-1	-3	-1.9	-11	-1.8	-3	-10
Cc1oc2ccc(O)c(CN3CCOCC3)c2c1C(C)O (stereo not drawn)	14	1	2	-4	1.0	7	0.2	-11	0
C[C@@H]1CN([C@@H](C)CO)C(=O)CCCn2nncc2CO[C@H]1CN(C)Cc1ccncc1	-2	1	0	-6	x	x	x	x	-12
CCCCn1c(=N)n(CC(O)c2ccccc2)c2ccccc21 (stereo not drawn)	-15	9	-3	-3	0.8	-20	0.1	0	-9
Brc1c(-c2ccc3c(c2)OCO3)nc2ncccn12	-12	3	-1	-6	-0.4	-4	-2.4	-2	5
CC1=C(C(=O)Nc2ccc(C)cc2C)C(c2ccc([N+](=O)[O-])cc2)n2ncnc2N1 (stereo not drawn)	-25	1	4	-3	-1.1	-11	0.5	-9	2
Cc1cc(NC(=O)CC2Oc3ccccc3NC2=O)ccc1Br (stereo not drawn)	17	5	6	-2	7.2	-11	3.2	-14	-8
CN1CCN(C(CC(=O)Nc2cccc(O)c2)C(=O)O)CC1 (stereo not drawn)	x	x	x	x	0.4	-12	0.8	-3	x
O=C1CCc2cc(NS(=O)(=O)c3ccc(Br)cc3)cc3c2N1CC3	-20	-5	2	1	-0.1	-11	1.4	-8	11
Cc1ccc2nc(-c3ccc(NC(=O)CN4CCN(C(=O)c5ccco5)CC4)cc3)sc2c1	45	10	11	3	4.5	-3	8.6	-11	-1
CC1Cc2ccccc2N1C(=O)c1ccnc(C(C)(C)C)c1 (stereo not drawn)	-8	6	8	-3	-1.2	-18	-1.8	-5	-7
COC(=O)C1CCN(C(=O)COC(=O)c2cc(S(=O)(=O)N3CCOCC3)ccc2C)CC1	3	-1	3	-2	2.0	14	1.5	-5	3
O=C(Nc1ccc(Cl)c(Cl)c1)C1C2C=CC3(O2)C1C(=O)N(CCN1CCCCC1)C3C(=O)NC1CCCCC1 (stereo not drawn)	-6	-4	-4	-12	2.4	-22	-1.4	-3	3
Cc1ccc(O)c(NC(=O)c2cc(-c3ccccc3)on2)c1	8	1	2	1	-0.6	2	0.4	-11	-9
CCCC(=O)Nc1nnc(SCC(=O)Nc2ccc3c(c2)OCO3)s1	18	8	1	-2	0.0	-12	-0.6	-2	-14
O=C(Nc1ccc(O)cc1)c1cc2ccccc2c(=O)s1	15	5	4	-2	-0.3	-5	-1.3	-18	-3
CC(C)c1nnc(NC(=O)C2CCCN2C(=O)Nc2ccccc2F)s1 (stereo not drawn)	-13	10	2	-6	0.2	-25	-0.4	-1	-13
CCOc1cc(NC(=O)c2cccs2)c(OCC)cc1NC(=O)c1ccco1	6	3	1	-4	0.0	-19	-1.2	-9	2
c1ccc2c(c1)CCCn1nnnc1-2	-2	13	10	-2	-0.3	1	1.2	8	-11
O=C1c2ccccc2S(=O)(=O)N1Cc1nnc(-c2ccccc2Br)o1	0	11	37	3	x	x	x	x	-8
O=C(COC(=O)/C=C/c1ccccc1)NCCc1ccc(F)cc1	-17	-2	3	-2	3.6	-26	1.5	-2	-4
Oc1cc2c(cc1CN1CCN(c3cccc(C(F)(F)F)c3)CC1)CCC2	-4	-2	4	-2	1.3	-11	0.0	-6	-11
CCOC(=O)N1CCN(S(=O)(=O)c2ccc(OCC(=O)OC)c(C)c2)CC1	-8	7	1	0	2.5	-14	4.0	-5	-4
CC(Sc1ccccc1)C(=O)N1CCN(S(=O)(=O)c2ccccc2C(F)(F)F)CC1 (stereo not drawn)	4	2	1	0	1.9	-4	-0.3	0	-6
C=CCNc1nc(C(=O)OCC(=O)Nc2cc(S(C)(=O)=O)ccc2Cl)cs1	-30	2	2	-2	1.9	-6	0.1	-11	-2
CN(C)/N=C/c1ccc(P(c2ccc(/C=N/N(C)C)o2)c2ccc(/C=N/N(C)C)o2)o1	5	-10	5	-1	0.8	-21	0.1	1	12
COc1ccc(Cc2nnc(SCC(=O)Nc3cc(Cl)ccc3C)[nH]c2=O)cc1	-15	-5	0	1	-0.8	-16	-0.5	0	12
Cc1nnsc1S(=O)c1ccccc1Cl (stereo not drawn)	-12	13	6	-4	0.7	-3	3.4	-12	-13
CCNC(=O)C1(C)CCCN1Cc1c(F)cccc1F (stereo not drawn)	-7	12	2	0	x	x	x	x	-19
Cc1cc(-n2cc(Br)c(=O)[nH]c2=O)nc(-c2ccccc2)n1	-12	-1	-1	-3	-1.0	-15	-2.0	2	8
CC(=O)C1=C(O)C(=O)N(c2ccc(Br)cc2)C1c1cccc([N+](=O)[O-])c1 (stereo not drawn)	-9	7	0	-1	-0.5	-4	-0.4	-6	-4
CCOc1cc2c(cc1OC)C(NC(=O)C(F)(F)F)CC2=O (stereo not drawn)	-2	3	8	-3	-0.3	0	1.0	0	4

Ordered by molar mass (descending): part of the list above
SMILES	TAAR1 antag	M1 PAM	TAAR1 agonist	CHRM1 agonist	V1aR counter	CHO parental Ca	OXTR ag	OXTR potentiator	M1 antag
CC1=C(C(=O)Nc2ccc(C)cc2C)C(c2ccc([N+](=O)[O-])cc2)n2ncnc2N1 (stereo not drawn)	-25	1	4	-3	-1.1	-11	0.5	-9	2
CCCCn1c(=N)n(CC(O)c2ccccc2)c2ccccc21 (stereo not drawn)	-15	9	-3	-3	0.8	-20	0.1	0	-9
CN1CCN(C(CC(=O)Nc2cccc(O)c2)C(=O)O)CC1 (stereo not drawn)	x	x	x	x	0.4	-12	0.8	-3	x

The list goes on:
SMILES	TAAR1 antag	M1 PAM	TAAR1 agonist	CHRM1 agonist	V1aR counter	CHO parental Ca	OXTR ag	OXTR potentiator	M1 antag
O=C(Nc1ccc2c(c1)C(=O)OC2)c1ccc(C(F)(F)F)cc1	-12	9	0	-2	1.6	-6	3.3	-13	-10
O=C(c1ccc(-c2ccccc2)cc1)N1CCN(c2nc3ccccc3o2)CC1	-29	15	1	-1	x	x	x	x	-4
CCC(=O)Nc1nnc(SCC(=O)NCc2ccc3c(c2)OCO3)s1	-10	9	0	0	0.6	-6	-1.1	4	-14
COc1cc(/C=N\Nc2nc3ccccc3[nH]2)cc(OC)c1OC	-10	6	2	-2	1.4	-20	-0.3	-12	-10
Cc1nc(SCC(=O)Nc2ccnc3ccccc23)n[nH]1	12	6	15	-1	1.9	16	4.7	8	-6
CN(C)c1ccc(-c2n(C)c3ccccc3[n+]2C)cc1	0	-12	13	-9	-0.3	0	-0.3	-2	12
CC(C)C[C@@H](CO)N(Cc1ccccc1)S(=O)(=O)N(Cc1ccccc1)[C@@H](CO)CC(C)C	x	-14	x	-3	3.3	2	3.1	-7	26
CC(=O)Nc1ccc(S(=O)(=O)NC(C)C(=O)OCC(=O)Nc2ccc(F)cc2Cl)cc1 (stereo not drawn)	8	0	1	0	x	x	x	x	-9
CN1CCN(C2=C(Cl)C(=O)N(CCc3ccccc3)C2=O)CC1	-16	-14	18	-3	1.2	-4	2.5	-20	19
O=C(Cc1ccc(F)cc1)N1CCC(CC2CC(c3cccc(Br)c3)=NO2)(C(=O)NCC2CCCCC2)CC1 (stereo not drawn)	21	-2	8	-5	1.4	-15	-0.4	-18	3
OCC1CCCN(C2CCN(Cc3nc(Cc4cccc(C(F)(F)F)c4)no3)CC2)C1 (stereo not drawn)	11	-28	4	-14	1.6	-26	0.8	-4	21
COC(=O)Cc1ccc(NC(=O)c2ccc(C)c(C)c2)cc1	11	9	5	-7	-0.4	-8	-0.7	-1	-7
CCN1CCc2nc(NC(=O)CC(c3ccccc3)c3ccccc3)sc2C1	-22	-6	-2	-6	-0.6	-28	-0.5	-8	10
COC(=O)C[C@H]1C[C@H]2c3cc(NS(=O)(=O)c4ccc(OC)cc4)ccc3O[C@H]2[C@H](CO)O1	1	-10	0	-2	x	x	x	x	7
COc1cccc(C(=O)Nc2cccc(OC(C)=O)c2)c1	3	7	3	3	0.3	-11	-1.1	-1	-9
O=C(NCC1CCCO1)c1ccc(NC(=O)C2CC=CCC2C(=O)O)cc1 (stereo not drawn)	9	3	5	-4	1.4	-16	1.1	-8	-12
CCN1CCc2nc(N)oc2CC1	-36	1	8	-1	0.8	3	-0.1	-5	-16
Fc1ccccc1/C=N/n1cc(-c2ccccc2)[nH]c1=S	7	2	0	-4	0.2	-16	0.6	-3	-9
O=C(Cc1cccc(C(F)(F)F)c1)NCc1ccc(Cl)cc1Cl	-12	-6	10	-9	-0.4	-18	-0.8	0	9
